CCT modulator: cytosolic chaperonin activity modulation; purified chaperonin ATPase assay, HTRF ADP detection, 30 min; activity change, % (test concentration not listed), hits read low; hit rate 0.3% among 360,000; AID 651819; in the data active = activity change below about -30%; also: % is scaled to controls: 0 for no effect and ±100 for the full control effect
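Nucleotide hydrolysis assay: TRiC at 20–40 nM final (set by batch activity) with 10 uM ATP, 30 min at 37 °C, in presence of 76 uM compound. Detection by competitive ADP HTRF, 30 min ambient.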
A549 viability: A549 cytotoxicity, counter-screen for Nrf2 inhibitors; A549 ARE-Fluc cells, CellTiter-Fluor viability, 18-24 h; Potency, µM (highest dose often 46 µM), inactives show at the top dose activity change, negative = cytotoxicity, actives largely listed as inhibitors; hit rate 0.16% among 390,000; also: potency is read from the fitted curve at half-maximal effect; % is scaled to controls: 0 for no effect and ±100 for the full control effect
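Cytotoxicity counterscreen: CellTiter-Fluor fluorescence was measured in A549 ARE_Fluc cells after 18-24 h of compound exposure in a concentration series. The subsequent BugLite luminescent read reports ARE-luciferase activity.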
pAkt inh: blocks phosphorylation of Akt | Neuro2A IGF-stimulated pAkt S473 HTRF, 20 min; stronger effect = lower value | activity change, % for hits at 50 µM | AID 651550 | hit rate 0.32% among 360,000; in the data active = activity change below about -80%; inconclusive = mostly about -51% to -80%; also: % is scaled to controls: 0 for no effect and ±100 for the full control effect
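Single-point screen (50 µM final compound) in Neuro2A cells stimulated 20 min with 6 nM IGF at 37 deg C. After lysis, Ser473-phosphorylated Akt read by HTRF (ex 330 nm, em 615/665 nm) as the 665/615 ratio.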
Nrf2 block: Nrf2 pathway inhibition; A549 ARE-Fluc reporter, luciferase luminescence, 18-24 h; hit rate 2.1% among 360,000; Potency, µM (series often up to 46 µM), without a hit: top-dose activity change, negative = inhibition, usual class: inhibitors; also: potency is read from the fitted curve at half-maximal effect; % is scaled to controls: 0 for no effect and ±100 for the full control effect; nearly all actives have a fitted effect of over 60% in size
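A549 ARE_Fluc cells, 5000/well, 5% FBS OPTI-MEM; compounds in dose-response, 18-24 h at 37 °C/5% CO2; CellTiter-Fluor viability read (Ex 405/Em 525), then BugLite luciferase luminescence = Nrf2 activity.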
HepG2 viability: HepG2 cytotoxicity, counter-screen for TGF-b inhibitors. HepG2 CAGA-GFP viability, ATP luminescence, 18 h. hit rate 0.76% among 410,000. Potency, µM (titrated, usually from 46.1 µM), without a hit: at the highest dose activity change, negative = cytotoxicity, usual class: cytotoxic; also: potency is read from the fitted curve at half-maximal effect; some results filed as inactive show a strong effect at the top dose
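CellTiter-Glo luminescence gave cytotoxicity after 18 hours at 37 degrees C. The cells were HepG2 CAGA-GFP in 1% FBS DMEM, stimulated with 500 pg/mL TGF-beta after compound addition. %Activity was normalised to no-cell wells (complete cell-killing) and DMSO (no toxicity), and curves were fitted and classified.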
Nrf2 ARE act: activates Nrf2 signaling | AREc32 ARE-luciferase reporter (MCF7-derived line), luminescence, 24 h | Potency, µM (doses to about 46.1 µM), for the others: at the top dose activation, usual class: activators | hit rate 0.31% among 410,000 | AID 624171; also: potency is read from the fitted curve at half-maximal effect; % of control where 0% means no effect; nearly all actives have a fitted effect of over 65% in size
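Reporter line AREc32 (ARE-Fluc), seeded overnight in OPTI-MEM with 5% FBS; compound pin-transferred, 24 hr at 37 deg C, 5% CO2; luminescent read-out.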
Mm-Cpn inhibitor: blocks the Methanococcus maripaludis chaperonin Mm-Cpn; purified Mm-Cpn ATPase, ADP Transcreener TR-FRET; Potency, µM (top dose mostly 76.9 µM), for the others: top-dose activity, negative = inhibition, actives largely listed as inhibitors; hit rate 0.031% among 330,000; AID 504842; also: potency is read from the fitted curve at half-maximal effect; % is scaled to controls: 0 for no effect and ±100 for the full control effect; nearly all actives have a fitted effect of over 80% in size
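Compound-treated chaperonin, 25 nM final, turns over 10 uM ATP at 37°C for 30 min following a 10 min preincubation; ADP generated competes with ADP-d2 for Eu-cryptate antibody, lowering FRET.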
TGFb SMAD3 inh: inhibitors of TGF-b signaling | HepG2 CAGA-GFP TGF-b/SMAD3 reporter, GFP fluorescence, 18 h; TGF-beta stimulated, 500 pg/mL final | AID 588855 | hit rate 1.2% among 410,000 | Potency, µM (doses to about 46.1 µM), for the others: top-dose activity, negative = inhibition, usual class: inhibitors; also: potency is read from the fitted curve at half-maximal effect; % is scaled to controls: 0 for no effect and ±100 for the full control effect; nearly all actives have a fitted effect of over 65% in size
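HEPG2 CAGA-GFP reporter cells (1000/well, DMEM with 1% FBS) received compounds, then recombinant TGF-beta at 500 pg/mL final for 18 hours at 37 degrees C. Per-cell GFP summed per well was normalised to unstimulated and stimulated DMSO controls before curve fitting.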
Abeta rescue: restores growth of yeast expressing A-beta42 peptide. hit rate 0.063% among 410,000. Potency, µM (doses to about 46.1 µM), for inactives: top-dose growth rescue, most hits filed as activators. yeast expressing A-beta42, growth rescue, OD600, 48 h; response scale: 0% DMSO, 100% iron-clioquinol control. AID 1347071; also: potency is read from the fitted curve at half-maximal effect; nearly all actives have a fitted effect of over 55% in size
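Yeast A-beta toxicity model in growth medium with pinned compounds, 48 h at 30 C; growth read as absorbance at 600 nm. Normalized to FeCl3/clioquinol equimolar mix (positive) and DMSO (negative).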
* hit, by the source's call; i = inactive; ? = inconclusive; nt = not tested or not shown; & = joins results of further samples; ! = not active in a repeat; [ ] = another dose, or the depositor's remark. Unless noted, calls follow the shape of the dose curve; as a rule, active = well fitted curve in the direction sought with a large enough effect; inconclusive = small, poorly fitted or top-dose-only effect, or another doubt; inactive = no such curve, though single readings can be large; an effect the other way counts as inactive or inconclusive.

| Structure | TGFb SMAD3 inh | Abeta rescue | HepG2 viability | Nrf2 ARE act | CCT modulator | Mm-Cpn inhibitor | Nrf2 block | pAkt inh | A549 viability |
| --- | --- | --- | --- | --- | --- | --- | --- | --- | --- |
| CCOC(=O)N1CCc2c(sc3c2c(=O)n(Cc2ccccc2)c(=O)n3Cc2ccccc2F)C1 | -14% | -16% | -40% | 0.0% | 0.9 | 3% | ? | i | 1% |
| CCOc1ccc(N(C(C)C(=O)NC2CCCCCC2)S(C)(=O)=O)cc1 (stereo not given) | 0% | 13% | -7% | -0.5% | 2.4 | -1% | 10% | i | -1% |
| CCOC(=O)C1CCN(CCCSc2ccc(Cl)cc2)CC1 | -8% | 4% | -10% | 3.6% | -7.8 | 1% | -12% | i | -1% |
| O=C(CCCN1C(=O)c2cccc3cccc(c23)C1=O)N1CCN(c2ccc(F)cc2)CC1 | -29% | -23% | 0% | -0.1% | 0.6 | 3% | ? | i | -13% |
| COn1c(=O)c(-c2ccc(F)cc2)[n+]([O-])c2ccccc21 | 21% | -14% | 16% | 0.1% | -3.6 | -1% | 5% | i | -7% |
| Cc1ccc2oc(C(=O)N(CCO)Cc3ccccc3)c(C)c2c1 | 17% | -5% | -22% | -0.6%[9.22 µM] | -2.7 | -2% | -7% | i | -9% |
| CC1CCCN(C(=O)CSc2nnc3n(C4CCCC4)c(=O)c4ccccc4n23)C1 (stereo not given) | -21% | 9% | -21% | -0.3% | 0.0 | -1% | nt | i | -11% |
| COc1ccc(NC(=O)c2cc(OC)c(OC)c(OC)c2Br)cc1OC | -5% | -8% | -3% | 0.1% | 2.0 | -1% | -7% | i | -1% |
| COc1cc(CNCCc2ccccc2F)ccc1OCC(=O)N1CCCCC1 | 0% | -5% | -5% | 0.1% | 0.2 | -5% | ? | i | 5% |
| O=C(COC(=O)c1cnccn1)NCc1ccc2c(c1)OCO2 | -1% | -19% | 20% | 0.0% | -0.3 | -2% | 1% | i | 1% |
| COC(=O)Cn1nc(-c2ccccc2)n(-c2ccccc2)c1=S | -5% | 2% | -27% | -0.9% | -1.9 | 0% | -7% | i | 1% |
| CCCc1cc(=O)[nH]c(SCC(=O)NC2CCCc3ccccc32)n1 (stereo not given) | -1% | 8% | 0% | -0.6% | 1.1 | 0% | 5% | i | 0% |
| COc1ccc2cc(CNc3ccccc3)c(=O)n(CC(=O)Nc3ccc(C(C)=O)cc3)c2c1 | -19% | -22% | -5% | 3.4% | nt | nt | -28% | nt | -7% |
| CC(NC(=O)C1CCCN1C(=O)c1cccs1)c1ccc(Cl)cc1Cl (stereo not given) | 5% | -2% | 3% | -0.9% | 0.2 | nt | nt | i | nt |
| CCc1nc2c(OCc3ccc(C#N)cc3)cccn2c1N(C)C(=O)c1ccc(C)cc1 | 27% | 26% | 0% | -1.0%[9.22 µM] | 0.0 | nt | nt | i | nt |
| O=S(=O)(Cc1ccccc1)c1cnc2ccccc2n1 | ? | -10% | 10% | ? | -1.1 | -1% | -12% | nt | -9% |
| O=S(=O)(c1ccc(F)c(F)c1)N1CCC2(CC1)OCCO2 | -7% | 13% | -1% | 1.5% | 2.7 | 1% | -26% | i | 1% |
| CC(C)(C)NC(=S)N1CCC2CC1c1c(Cl)cccc12 (stereo not given) | 8% | 3% | 0% | -0.9% | 1.0 | nt | nt | i | nt |
| C=CCc1c(C)nc(-c2ccccc2)nc1Nc1ccccc1O | ? | -32% | -29% | 5.9% | 0.0 | 1% | -8% | i | 2% |
| Cc1ccc(Cn2nnnc2CN2CCC(NC(=O)c3ccc(Br)cc3)CC2)cc1 | 0% | -5% | -3% | 1.0% | 1.4 | 1% | nt | i | -17% |
| CCc1cccc(-n2nnc(-c3nsc(NC(=O)c4cccc(OC)c4)n3)c2C)c1 | 0% | -1% | -11% | 3.4% | nt | nt | ? | nt | -7% |
| COc1ccc(S(=O)(=O)NCCc2csc3nc(-c4ccc(OC)c(OC)c4)nn23)cc1C | 0% | -4% | -4% | 6.4% | nt | nt | nt | nt | -11% |
| Cn1c(=O)[nH]c(=O)c2[nH]c(NCCCN3CCOCC3)nc21 | 0% | 3% | 5% | -0.8% | -2.2 | 0% | 29% | i | 14% |
| COC(=O)[C@@H]1Cc2c([nH]c3ccccc23)C(C)N1C(=O)c1ccccc1 (stereo not given in full) | ? | 16% | -15% | 0.3% | -1.0 | 2% | ? | i | 0% |
| CC(C)[C@H](N)C(=O)NC[C@H]1CC[C@H](C(=O)N[C@@H](Cc2ccccc2)C(=O)O)CC1 | -8% | -10% | -19% | 0.3% | 2.2 | 2% | 22% | i | 6% |
| CCOC(=O)c1c(-c2cccs2)csc1NC(=O)C(C)(C)C | 12% | -7% | -25% | 0.3% | 0.0 | -6% | ? | i | -10% |
| CCC1CCCCN1C(=O)CSc1nc(-c2ccc(OC)c(OC)c2)cc(C(F)(F)F)n1 (stereo not given) | -10% | -15% | -6% | -0.3% | nt | nt | ? | nt | ? |
| O=C(CSc1nc2c(sc3ccccc32)c(=O)n1Cc1ccccc1)NCC1CCCO1 (stereo not given) | 0% | -2% | 0% | -0.8% | 1.8 | -11% | 4% | nt | -10% |
| Cc1cc(C)c2nc(N(CCCN(C)C)C(=O)C3=COCCO3)sc2c1 | -9% | -10% | -64% | 6.8% | -1.6 | 2% | -4% | i | ? |
| CCOC(=O)C1=NN(c2cccc(Cl)c2)C2=NC(C)=C(C(=O)OC)C(c3cccs3)N12 (stereo not given) | -5% | -2% | -2% | -0.1% | -1.3 | 3% | ? | nt | -17% |
| O=S(=O)(Nc1ccccc1)c1ccc(F)cc1 | 0% | -6% | -1% | 0.3% | 0.7 | 1% | 17% | i | 0% |
| CCc1ccc(NC(=O)C(C)Nc2ccc(S(=O)(=O)NC(C)=O)cc2)cc1 (stereo not given) | -14% | -1% | -1% | -1.0% | 0.1 | 0% | 15% | i | 1% |
| COc1ccc(C2OC(=O)Cc3cc(OC)c(OC)cc32)cc1 (stereo not given) | ? | -3% | -3% | -0.4% | -3.6 | -8%[15.4 µM] | 19% | i | -1% |
| CCC(C)c1ccc(OCCn2cc(/C=N/NC(=O)CSc3nnc(C)s3)c3ccccc32)cc1 (stereo not given) | -20% | 12% | -37% | 3.0% | 0.6 | 0% | -22% | i | -10% |
| Cc1cccc(N(Cc2ccccc2)C(=O)C2CCN(C(=O)c3ccccc3C)CC2)c1 | ? | -4% | -12% | 3.3% | -1.5 | -6% | 9% | i | 8% |
| O=C(O)c1ccccc1C(=O)N1CCN(Cc2ccc3c(c2)OCO3)CC1 | 23% | 5% | -1% | -0.2% | -1.8 | 0% | 0% | i | 4% |
| O=S(=O)(NC1CCN(Cc2ccccc2)CC1)c1ccc(Cl)cc1 | -10% | -5% | -42% | 2.7% | 1.2 | 0% | 3% | i | -4% |
| C=CCOc1cccc(/C=N/NC(=O)CC(=O)NC2CCCCC2)c1 | 11% | 1% | -7% | 3.0% | -0.2 | 2% | -13% | i | -1% |
| C=C1C2(C(=O)Nc3ccc(SC(F)F)cc3)CCC(C2)C1(C)C (stereo not given) | ? | 14% | -20% | -0.1% | -1.1 | -4% | -7% | i | -6% |
| CCOc1ccc(C2c3c(-c4ccccc4O)n[nH]c3C(=O)N2Cc2cccnc2)cc1OC (stereo not given) | -1% | -5% | -12% | 5.7% | nt | nt | 5% | nt | -4% |
| CCO[C@@H]1OC(C(N)=O)=C[C@H](C2CCCCC2)[C@H]1CCCO | -18% | -6% | 1% | 1.8% | 0.3 | 0% | 20% | i | -4% |
| COc1ccc(-c2nc3ccc(Br)cn3c2Cc2ccccc2C(F)(F)F)cc1OC | ? | 10% | -105% | -1.1% | 1.0 | nt | nt | i | nt |
| CNc1c(NC(=O)c2ccc(OC)c(OC)c2)c(=O)oc2ccccc12 | 1% | 6% | -3% | 7.1% | nt | nt | 13% | nt | -11% |
| CCCNC(=O)C1(C)CCN(C(=O)COc2ccc(C(C)(C)C)cc2)C1 (stereo not given) | 5% | -13% | -19% | 3.0% | 2.6 | nt | nt | i | nt |
| O=C(NCCc1nc2ccccc2[nH]1)/C(=C/c1ccc(F)cc1)NC(=O)c1ccco1 | -5% | 0% | -6% | 1.0% | -0.8 | -1% | -6% | i | 6% |
| CCCN(CCC)CCNC(=O)c1cc2c(-c3ccc(Cl)cc3)nn(C)c2s1 | -11%&-15% | 5%&-5% | -14%&1% | 4.4%&9.4% | -0.9 | -2% | 23µM*! | i | 23µM* |
| CC(=O)c1ccc(NC(=O)c2ccc3c(c2)nnn3C2CCCC2)cc1 | -2% | -3% | -36% | 0.0% | nt | nt | 6% | nt | -2% |
| O=S(=O)(c1ccc(NC2CCCc3ccccc32)nc1)N1CCOCC1 (stereo not given) | -9% | -12% | -4% | 0.3% | -0.9 | -10% | -26% | i | -13% |
| O=C(O)c1ccccc1-c1nnc2c(Cl)cc(C(F)(F)F)cn12 | -4% | 11% | -8% | 0.2% | -4.6 | 0% | 1% | i | 0% |

Another view of some results above:
The line under a structure holds: TGFb SMAD3 inh | Abeta rescue | HepG2 viability | Nrf2 ARE act | CCT modulator | Mm-Cpn inhibitor | Nrf2 block | pAkt inh | A549 viability
> CCc1ccc(NC(=O)C(C)Nc2ccc(S(=O)(=O)NC(C)=O)cc2)cc1 (stereo not given)
 : -14% | -1% | -1% | -1.0% | 0.1 | 0% | 15% | i | 1%
> C=C1C2(C(=O)Nc3ccc(SC(F)F)cc3)CCC(C2)C1(C)C (stereo not given)
 : ? | 14% | -20% | -0.1% | -1.1 | -4% | -7% | i | -6%

Bioassay records as filed in PubChem BioAssay.
